# POLI inh – DNA polymerase iota (human) inhibition | Pol iota fluorescent replication assay, 10 min | Q9UNA4 | 1% of 390,000 active | AID 588590 | Potency, µM (highest dose often 115 µM), inactives show at the highest dose activity, negative = inhibition, usual class: inhibitors
#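 Pol iota at 10 nM preincubated 15 min with compounds at room temperature; reaction started with fluorescent substrate, 50 nM final. Fluorescence read kinetically at 0 and 10 min; buffer-only wells as negative control.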
# BLM inh – blocks DNA unwinding by human BLM helicase; recombinant BLM DNA unwinding, fluorescence dequenching; Potency, µM (titrated, usually from 56.1 µM), for the others: at the top dose activity change, negative = inhibition, hits mostly inhibitors; 0.2% of 350,000 active;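 note: plate controls were vehicle for no effect and no enzyme for full effect; nearly all actives have a fitted effect of over 35% in size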
# BAZ2B inh – blocks human BAZ2B. 4.4% of 360,000 active. AlphaScreen BAZ2B-H3K14Ac peptide displacement. AID 504333. Potency, µM (titrated, usually from 114 µM), inactives show at the top dose activity change, negative = inhibition, hits mostly inhibitors; note: % is set by controls: 0 for no effect and ±100 for the full control effect; nearly all actives have a fitted effect of over 60% in size
#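 BAZ2B (50 nM) with biotin-H3(5-23)K14Ac peptide (50 nM) in PBS pH 7.4, 0.01% Tween-20, preformed 30 min, then compound 30 min at room temperature; top concentration 110uM. AlphaScreen streptavidin donor/nickel chelate acceptor beads (10 ug/mL final), 20 min dark, signal read.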
# HP1b chromo inh – HP1-beta chromodomain-methylated histone interaction inhibition; Potency, µM (doses to about 114 µM), for the others: at the highest dose activity change, negative = inhibition, usual class: inhibitors; P83916; AID 540317; 0.56% of 390,000 active; AlphaScreen HP1-beta / biotin-H3K9me3 peptide binding; note: nearly all actives have a fitted effect of over 70% in size; inactives centre near 23
#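 HP1-beta protein (50 nM final) preincubated 30 min at room temperature with biotinylated H3(1-18)K9me3 peptide (50 nM) in PBS pH 7.4, 0.01% Tween-20, then compound added for 30 min. AlphaScreen streptavidin donor/nickel chelate acceptor beads (10 ug/mL final), 30 min dark, luminescence read.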
# G9a block – blocks human histone lysine methyltransferase G9a. Q96KQ7. G9a H3K9 monomethylation, AlphaScreen, 2 h. Potency, µM (doses to about 102 µM), without a hit: at the highest dose activity, negative = inhibition, most hits filed as inhibitors. 8.8% of 350,000 active; note: % is set by controls: 0 for no effect and ±100 for the full control effect; nearly all actives have a fitted effect of over 75% in size
#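 AlphaScreen read-out: biotin-H3K9 peptide (500 nM) methylation by 20 nM enzyme with 20 uM SAM, 2 h at room temperature after 15 min compound preincubation; anti-monomethyl H3K9 antibody plus donor/acceptor beads, 10 min dark.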
# Tb PGK inh – blocks T. brucei phosphoglycerate kinase; P07378; AID 602233; PGK/GAPDH coupled, Kinase-Glo luminescence, 60 min; Potency, µM (top dose mostly 57.5 µM), without a hit: at the top dose activity change, negative = inhibition, actives largely listed as inhibitors; 0.043% of 380,000 active; note: % is set by controls: 0 for no effect and ±100 for the full control effect; nearly all actives have a fitted effect of over 60% in size
#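 Luminescent ATP detection (Kinase-Glo Plus) follows a 60-minute room-temperature incubation, with wells lacking PGK as controls. Buffer: 100 mM TEA (pH 7.6), 5 mM MgCl2, 0.01% Tween-20. Coupling enzyme GAPDH (100 nM final) supplies unstable 1,3-BPG in-well.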
# Pin1 inh – inhibitors of human Pin1; Q13526; Pin1 FP peptide displacement, HiFluor488, 10 min; Potency, µM (highest dose often 115 µM), inactives show at the top dose activity, negative = inhibition, most hits filed as inhibitors; 0.009% of 390,000 active; AID 504891; active = well fitted inhibition curve with a large enough effect in the polarisation, with a control signal flat, not every such curve was filed as active; inconclusive = small, poorly fitted or top-dose-only effect, or effect the other way, or a change in a side signal; inactive = no such curve, though single readings can be large or run the other way; the % refers to the polarisation; note: % is set by controls: 0 for no effect and ±100 for the full control effect
# GLS inhibitor – glutaminase GLS (human) inhibition. Potency, µM (highest dose often 45.5 µM), inactives show at the top dose activity change, negative = inhibition, most hits filed as inhibitors. GLS enzymatic activity, qHTS titration. 0.21% of 410,000 active. AID 624170. O94925; note: % is set by controls: 0 for no effect and ±100 for the full control effect
#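 Assay buffer: 45 mM KH2PO4 pH 8.2, 0.02% Tween-20. hKGA acts on L-glutamine (1 mM solution added); product glutamate is reported by an oxidase/peroxidase Amplex Red coupling, with fluorescence taken at baseline and 30 min.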
# JMJD2A Tudor inh – JMJD2A Tudor domain (human) inhibition | O75164 | AlphaScreen JMJD2A-Tudor / H3K4me3 peptide binding | Potency, µM (top dose mostly 114 µM), without a hit: at the top dose activity change, negative = inhibition, hits mostly inhibitors | 4.4% of 390,000 active; note: % is set by controls: 0 for no effect and ±100 for the full control effect; nearly all actives have a fitted effect of over 50% in size
# The depositor's hits bear a star; i = inactive; u = inconclusive; x = not tested or not shown; [ ] = dose if it differs, or a comment. Unless noted, calls come from the whole dose curve; as a rule, active = well fitted curve in the direction sought with a large enough effect; inconclusive = small, poorly fitted or top-dose-only effect, or another doubt; inactive = no such curve, though single readings can be large; an effect the other way counts as inactive or inconclusive. Potency is the fitted concentration of half-maximal effect.
SMILES,POLI inh,BLM inh,BAZ2B inh,HP1b chromo inh,G9a block,Tb PGK inh,Pin1 inh,GLS inhibitor,JMJD2A Tudor inh
CCOc1cc(C(=S)N2CCOCC2)ccc1OS(=O)(=O)c1ccc(C)cc1,38%[activator],-2%,-31%,-17%,35µM*,-9%,5%,1%,-28%
Cc1cc(NC(=O)COC(=O)CSc2nc3cc(Cl)ccc3n2Cc2ccccc2)no1,u,1%,15%,-11%,14%[59 µM],-2%,4%,-6%,5%[11.4 µM]
COc1ccc(C(=O)CN(C(=O)c2ccc(Cl)cc2)N2C(=O)c3ccccc3C2=O)cc1,-5%,-6%,-10%,0%,0%,-4%,-1%,1%,-16%
CCCn1c(NC(=O)CSCC(=O)Nc2cc(C)on2)nc2ccccc21,14%,x,-2%,13%,-46%[12.7 µM],3%,6%,1%,-6%
CC12CN3CC(C)(CN(C1)C3c1ccc([N+](=O)[O-])o1)C2 (centres undefined),75%[activator],-2%,-7%,24%,21%[59 µM],-3%,-1%,-8%,-15%
COc1ccc(CNC(=O)C2CCN(S(=O)(=O)c3ccc4c(c3)NC(=O)CO4)CC2)cc1,25%,-9%,u,24%,x,-1%,3%,4%,-1%
CCOc1ccc(N2C(=O)/C(=C/c3ccccc3OCC(=O)OC)N(CC(=O)OC)C2=S)cc1,15%,-5%,-37%,4%[57 µM],u,-6%,11%,4%,-32%
COc1ccc(NC(=O)Nc2cc(C(=O)O)ccc2N2CC3CC(C2)c2cccc(=O)n2C3)c(OC)c1 (centres undefined),-3%,0%,14%[57.1 µM],57%[activator],-6%,-2%,-7%,49%[activator],-3%
CCN1CCN(Cc2ccc(NC(=O)c3cc(NC(=O)c4cc(-c5ccc(OC)cc5)n[nH]4)cc(OC)c3)cc2C(F)(F)F)CC1,3%,22%,u,-16%,u,i,-10%,5%,u
Cc1sc2ncnc(N3CCC(C(=O)NNC(=O)COc4ccc(Br)cc4)CC3)c2c1C,-15%,x,9%,46%[activator],-2%[0.501 µM],i,21%,-4%,-15%
NS(=O)(=O)c1ccc(NC(=O)COc2ccc(S(=O)(=O)N3CCCC3)cc2)cc1,14%,0%,4%,-6%,-7%[59 µM],i,0%,-10%,-10%
CCOc1ccccc1CNC(c1ccccc1)c1ccccc1,-21%,-10%,72%[activator],122%[activator],161%[activator],0%,3%,-2%,96%[activator]
CCN(CC)S(=O)(=O)c1cc(NC(=O)C2CC(=O)N(Cc3ccccc3)C2)ccc1Cl (centres undefined),5%,x,-7%,18%,-7%[12.7 µM],i,u,0%,-25%
COc1cccc(-c2cc(C(F)(F)F)n3ncc(C(=O)O)c3n2)c1,8%,2%,-4%,24%,-3%[59 µM],-5%,4%,0%,-10%
COC(=O)Cc1ccc(NC(=S)N2CCN(c3cc(Cl)ccc3C)CC2)cc1,79%[activator],-10%,-14%,7%,4%,-4%,-1%,0%,-18%
CC(=O)c1ccc(S(=O)(=O)Nc2cccc(-c3cn4c(n3)SCC4)c2)cc1,28%,-8%,u,-27%,-25%,i,-2%,2%,u
N#Cc1c(SCc2cccc(Cl)c2)sc(C(=O)c2ccccc2)c1N,-9%,-10%,9%,61%[activator],6%,-3%,94%[activator],5%,18%
Cc1oc2ccc(OCC(N)=O)cc2c1C(=O)OC(C)C,9%,-2%,10%,36%,-32%,-5%,-13%,-5%,-21%
COc1ccc(F)c(CN2CCC(n3nccc3NC(=O)CCCc3ccccc3)CC2)c1,14%,-1%,-9%,32%,14%,2%,1%,-2%,-9%
COC(=O)[C@H](Cc1ccc(O)cc1)NC(=O)Cn1cnc2c(SC)nc(N)nc21,-8%,x,x,13%,x,1%,1%,26%,-8%
O=C(CSc1nnc(Cc2ccccc2)o1)c1ccc2c(c1)OCO2,36%[activator],x,7%,47%[activator],-9%,-1%,-5%,2%,10%
CCCOC(=O)NC(CC)COC(=O)Nc1cccc(C)c1C (centres undefined),6%,-2%,2%,38%,-5%,i,-4%,7%,4%
Cc1cc([N+](=O)[O-])nn1Cc1noc(C(=O)NCCCn2ccnc2)n1,76%[activator],-1%,3%,-6%,-10%[59 µM],i,1%,3%,-15%
Cn1cc(C(=O)Nc2ccc(F)c(Cl)c2)cn1,-2%,5%,3%,44%[activator],10%,0%,2%,-2%,-2%
O=C(COc1ncnc2sccc12)N1CCN(C(=O)c2ccco2)CC1,20µM*,-22%,u,20%,50µM*,-12%,-15%,169%[activator],u

# Full records, quoted from the list. Order of screens: POLI inh | BLM inh | BAZ2B inh | HP1b chromo inh | G9a block | Tb PGK inh | Pin1 inh | GLS inhibitor | JMJD2A Tudor inh
# Listed for `COc1ccc(NC(=O)Nc2cc(C(=O)O)ccc2N2CC3CC(C2)c2cccc(=O)n2C3)c(OC)c1` (centres undefined) : -3% | 0% | 14%[57.1 µM] | 57%[activator] | -6% | -2% | -7% | 49%[activator] | -3%
# Listed for `CCOc1ccccc1CNC(c1ccccc1)c1ccccc1` : -21% | -10% | 72%[activator] | 122%[activator] | 161%[activator] | 0% | 3% | -2% | 96%[activator]

# Other entries
SMILES,POLI inh,BLM inh,BAZ2B inh,HP1b chromo inh,G9a block,Tb PGK inh,Pin1 inh,GLS inhibitor,JMJD2A Tudor inh
CCC(=O)NCCc1nc2cc(NC(=O)c3ccc(Cl)cc3)ccc2n1C,-9%,-10%,7%,22%,9%,-1%,-7%,8%,-8%
N/C(=N\OC(=O)c1cccc(F)c1)c1cccc([N+](=O)[O-])c1,67%[activator],-5%,-4%,u,-3%,-16%,1%,0%,-23%
Cc1cc2ncn(C3CC(=O)N(C)C3=O)c2cc1C (centres undefined),9%,-1%,5%,6%,19%,-3%,-3%,15%,-10%
O=C(Cn1c(NCCO)nc2ccccc21)c1ccc(Cl)cc1Cl,67%[activator],-2%,-9%,18%,-12%,i,0%,-7%,-22%
Cn1c(CCNC(=O)c2ccccc2F)nnc1SCc1nc2ccccc2c(=O)[nH]1,2%,3%,12%,1%,9%[59 µM],i,2%,5%,-16%
N#CCN1C(=O)NC2(CCCc3sccc32)C1=O (centres undefined),6%,-2%,2%,14%,15%,6%,7%,10%,-10%
COC(=O)c1cc(-c2ccc(OC)cc2)on1,1%,-4%,2%,15%,19%,-5%,-3%,-13%,4%
CC(C)(C)c1ccc(-c2noc(C(=O)NN)n2)cc1,47%[activator],-6%,-1%,22%,x,9%,-5%,-4%,-16%
COc1cc(Br)c(C2CC(=O)Nc3cc4c(cc32)OCCO4)cc1OC (centres undefined),19%,-3%,u,-9%,u,-8%,2%,8%,u
CCn1cc(CN2CCC(C(=O)Nc3cccc(-c4cscn4)c3)CC2)cn1,20%,2%,-17%,30%,17%,-1%,-3%,0%,-9%
Cn1c(=O)c2c(nc(CN3CCC(C(N)=O)CC3)n2Cc2c(Cl)cccc2Cl)n(C)c1=O,-7%,1%,-4%,8%,-34%[12.7 µM],1%,2%,-3%,-12%
CC(=O)N1CCN(C(=O)COC(=O)COc2ccc(C#N)cc2)CC1,12%,x,-1%,37%,7%,-10%,-5%,-7%,8%
Cc1ccc(CN2C(=O)c3ccccc3S(=O)(=O)c3ccc(C(=O)OCC4CCCO4)cc32)cc1 (centres undefined),3%,-10%,-3%,1%,0%[59 µM],-4%,5%,-2%,-24%
COc1cccc(N2C(=O)CC(N3CCC(c4nc5ccccc5[nH]4)CC3)C2=O)c1 (centres undefined),3%,3%,0%,66%[activator],u,-1%,1%,-2%,-13%[57.1 µM]
O=C(O)CC1SC(=O)N(Cc2ccccc2)C1=O (centres undefined),6%,3%,-2%,30%,u,5%,-14%,14%,-12%
Cc1noc(C)c1CSCC(=O)OCC(=O)Nc1sccc1C#N,-6%,-4%,-5%,26%,u,-3%,14%,-11%,-14%
COc1ccc(/C=N/n2c(-c3n[nH]c4c3CCC4)n[nH]c2=S)cc1,119%[activator],-6%,-21%,-17%,1.6µM*,-4%,-13%,u,10µM*
CC(=O)Nc1cccc(C(=O)OC(C)C(=O)N2CCc3ccccc32)c1 (centres undefined),-16%,x,4%,-25%,28%[0.501 µM],-4%,0%,2%,-17%
CN(C)c1nc(N(C)C)n(C(=O)c2cccs2)n1,62%[activator],2%,-20%,0%,-9%,3%,-6%,-13%,-14%
O=C1c2ccccc2CCC1C(O)c1ccccn1 (centres undefined),14%,1%,9%,9%,u,2%,-1%,-3%,-11%[57.1 µM]
Cc1cc(NC(=O)C2CC(=O)N(c3ccccc3C)C2)no1 (centres undefined),141%[activator],-3%,-11%,21%,26%,i,0%,-15%,6%
COc1ccc(C2CC(=O)c3c([nH]c(C(=O)OC4CCCC4)c3C)C2)cc1OC (centres undefined),-16%,-18%,1%,23%,-31%[59 µM],9%,2%,3%,-3%
Cc1cc(C)n(-c2cc(N3CCN(C(=O)c4ccccc4C)CC3)ccc2[N+](=O)[O-])n1,12%,x,x,40%[activator],x,-9%,1%,7%,-19%
CC[C@]12C(=O)N(C)C[C@H]([C@@H]3C(=O)N(C)C(=O)[C@@H]31)N2C(=O)c1ccc(Br)cc1,-13%,x,x,31%,x,-2%,-9%,-1%,-17%
CCOC(=O)C1CCCC(NS(=O)(=O)c2ccc(NC(C)=O)cc2)C1 (centres undefined),14%,1%,6%,25%,14%[2.33 µM],-9%,-6%,-16%,-4%
O=C(NC1CCCC1)C1CCCN1C(=O)Nc1ccccc1 (centres undefined),-5%,0%,-2%,24%,u,-2%,-10%,-7%,10%[57.1 µM]
COc1ccc(N=C2C(=Nc3ccc(OC)cc3)N(c3ccc(OC)cc3)C(=S)N2c2ccccc2)cc1,31%[activator],-18%,2µM*,u,u,-5%,3%,3%,u
COc1ccc(NC(=O)c2ccc(=O)oc2)cc1,14%,-1%,-4%,36%,50µM*,1%,-9%,-2%,-22%

# Two of the compounds above, as tab-separated lines.
canonical_smiles	POLI inh	BLM inh	BAZ2B inh	HP1b chromo inh	G9a block	Tb PGK inh	Pin1 inh	GLS inhibitor	JMJD2A Tudor inh
O=C1c2ccccc2CCC1C(O)c1ccccn1 (centres undefined)	14%	1%	9%	9%	u	2%	-1%	-3%	-11%[57.1 µM]
Cc1cc(NC(=O)C2CC(=O)N(c3ccccc3C)C2)no1 (centres undefined)	141%[activator]	-3%	-11%	21%	26%	i	0%	-15%	6%

# Not all compounds are listed; rates above refer to the full screens.
